Assay outcomes from PubChem BioAssay.
All columns: NCI-60 one-dose screen, growth in % after 48 h at 10 µM unless noted; 100 = growth as untreated, 0 = no growth, -100 = all killed.
NCI-H522: NCI-H522 lung cancer; AID 1794739; 78,000 compounds, 8% hits
NCI-H322M: NCI-H322M lung cancer; 80,000 compounds, 2.7% hits
HCT-15: HCT-15 colon cancer; 82,000 compounds, 5.2% hits
NCI-H226: NCI-H226 lung cancer; AID 1794732; 79,000 compounds, 3.5% hits
HT29: HT29 colon cancer; 81,000 compounds, 7.4% hits; AID 1794748
NCI-H23: NCI-H23 lung cancer. 80,000 compounds, 4% hits
NCI-H460: NCI-H460 lung cancer; 82,000 compounds, 6.8% hits; AID 1794736
COLO 205: COLO 205 colon cancer; 79,000 compounds, 7.3% hits; AID 1794742
SW-620: SW-620 colon cancer | 82,000 compounds, 5.2% hits | AID 1794795
Active calls of the source: *; / = not tested or not shown; [ ] = remark or other dose. The calls were made as follows: active = growth percent below 10; inactive = the rest.

item	SMILES	NCI-H522	NCI-H322M	HCT-15	NCI-H226	HT29
1	Cc1ccc2nc(-c3nc(-c4ccccc4)n4ccccc34)[nH]c2c1	59.7	95.7	85.8	77.2	86.2
2	C=C1C(=O)O[C@H]2[C@H]1CC/C(COC(=O)NCc1cn(C)c3ccccc13)=C\CC[C@@]1(C)O[C@@H]21	-80.2*	80.6	-45.8*	35.8	-62.0*
3	Clc1ccc(-c2nc(-c3c[nH]c4ncccc34)cs2)cc1	71.7[100 µM]	61.7[100 µM]	98.7[100 µM]	47.7[100 µM]	80.2[100 µM]
4	N#Cc1c(-c2ccccc2)cc(-c2ccccc2)n(CCCCCCC(=O)NO)c1=O	40.8	93.7	53.8	87.6	47.1
5	O=C(CCCCl)Nc1nc(-c2ccccc2)nc2c1sc(=S)n2-c1ccccc1	88.7	/	99.0	90.6	107.8
6	O=C1[C@@H]2Cc3c([nH]c4ccccc34)[C@H](c3ccc(Br)cc3)N2C(=O)CN1C1CCN(Cc2c(Cl)cccc2Cl)CC1	91.7	95.1	89.4	85.8	84.4
7	O=C(O)Cc1c(-c2ccccc2)nc(=S)[nH]c1-c1[nH]c(=S)nc(-c2ccccc2)c1CC(=O)O	99.8	96.6	101.4	92.6	109.2
8	COc1ccc(OC)c(NC2=C(Cl)C(=O)C(C)=C(C)C2=O)c1	87.2	103.2	94.7	84.2	104.7
9	COc1ccc(C2=NN(C=O)C(c3sc(Cl)nc3Cl)C2)cc1 (stereo unspecified)	97.0	97.7	96.8	92.1	104.2
10	c1cc2c(cc1CC1CO1)OCO2 (stereo unspecified)	82.9	101.7	111.2	94.8	93.8
11	C/C(=N\Nc1cccc(Cl)n1)c1ccccn1	24.6	23.7	23.5	-3.9*	26.2
12	O=Cc1c([O-])on[n+]1-c1ccc(Cl)cc1	74.3	100.3	107.0	91.1	102.8
13	CC(C)(C)OC(=O)N1CCC[C@]2(C)[C@H]3C=CC4=C5C[C@](C)(CO)CC[C@]5(C)CC[C@@]4(C)[C@]3(C)CC[C@H]2C1(C)C	99.6	108.9	102.9	98.1	104.4
14	Fc1ccc(Nc2ccc3c(OCCCN4CCOCC4)cccc3n2)cc1F	83.8	73.3	34.0	64.6	6.3*
15	CC(=O)Nc1cccc(OCCCOc2ccc([N+](=O)[O-])cc2)c1	84.6	104.2	94.8	111.1	103.6

item	NCI-H23	NCI-H460	COLO 205	SW-620
1	91.2	98.0	85.1	107.3
2	38.4	5.7*	-75.3*	-48.4*
3	35.0[100 µM]	72.5[100 µM]	93.2[100 µM]	74.3[100 µM]
4	60.5	69.5	51.6	27.8
5	90.1	103.1	112.1	98.9
6	91.7	97.5	104.6	92.7
7	97.6	108.2	115.0	101.2
8	85.8	98.4	107.5	98.8
9	101.9	112.2	110.0	108.7
10	106.7	85.8	113.5	80.6
11	16.8	5.4*	10.6	32.5
12	97.4	102.8	102.1	102.4
13	105.5	119.6	115.9	108.5
14	79.0	55.7	-7.4*	47.6
15	91.5	104.4	127.2	102.4

Look-ups from the list:
Reading of O=C(CCCCl)Nc1nc(-c2ccccc2)nc2c1sc(=S)n2-c1ccccc1 under COLO 205: 112.1
Reading of COc1ccc(OC)c(NC2=C(Cl)C(=O)C(C)=C(C)C2=O)c1 under NCI-H460: 98.4
Reading of Clc1ccc(-c2nc(-c3c[nH]c4ncccc34)cs2)cc1 under NCI-H460: 72.5[100 µM]
Reading of COc1ccc(C2=NN(C=O)C(c3sc(Cl)nc3Cl)C2)cc1 (stereo unspecified) under SW-620: 108.7

Other records
item	SMILES	NCI-H522	NCI-H322M	HCT-15	NCI-H226	HT29
16	CN1C(=O)N(C)C2C1NN=c1s/c(=C\c3ccccc3F)c(=O)n12 (stereo unspecified)	-8.6*	37.3	13.3	57.8	2.3*
17	CCCCCCC1CCC(=O)O1 (stereo unspecified)	90.3	105.9	96.1	97.8	107.3
18	O=S(=O)(NC1c2ccccc2Oc2ccccc21)c1ccc(Cl)c(Cl)c1	19.4	101.9	95.1	101.5	82.6
19	Cc1c(C(=O)C(SC(=S)N2CCCCC2)SC(=S)N2CCCCC2)nnn1-c1ccc(Cl)cc1	87.8	105.4	99.5	105.8	60.4
20	COc1ccccc1N1CCN(C2=C(Cl)C(=O)c3ncccc3C2=O)CC1	9.1*	92.4	55.5	91.0	111.0
21	O=C(O)CCCc1ccc(C2CCCC2)c2ccccc12	106.4	100.2	100.4	99.7	115.3
22	COC(=O)c1c(C(=O)OC)c2ccc3c4cccnc4ccc3n2c1C(=O)c1ccc(OC)cc1	85.0	98.2	101.2	102.3	97.0
23	COc1ccc(N=Nc2c(N)nn3c(N)c(C#N)c(-c4ccc(F)cc4)nc23)cc1	40.7	77.0	86.1	55.0	84.6
24	Cc1nc2c(cnn2-c2ccccc2)c(=O)n1-c1ccc(NCC(=O)c2ccc(Cl)cc2)cc1	70.0	99.7	72.8	68.7	84.6
25	O=CNc1ccc(C(=O)O)c(O)c1	87.1	105.8	105.5	109.5	98.1
26	O=C(Oc1ccccc1)c1ccccc1O	112.8	102.7	104.1	99.3	88.6
27	CCc1ccc(N(C(=O)C2CC2c2ccc(F)c(F)c2)C(C(=O)NC(C)(C)C)c2cc3cc(Br)ccc3nc2Cl)cc1 (stereo unspecified)	75.8	96.8	99.5	92.1	96.8
28	CCNC(=O)N1CCc2cc(OC)c(OCCc3ccc(OC)cc3)cc2C1c1ccc(OC)cc1C (stereo unspecified)	-8.2*	40.1	10.8	33.5	-0.4*
29	Cc1ccc(OC(=O)c2ccccc2Cl)cc1	91.7	94.4	97.6	97.5	101.8
30	CCN(CC)C(=O)c1ccccc1	105.7	76.0	80.2	101.6	106.9

item	NCI-H23	NCI-H460	COLO 205	SW-620
16	33.1	3.1*	8.9*	18.8
17	91.8	114.6	124.5	100.3
18	100.3	108.7	97.4	95.2
19	98.3	58.4	94.9	99.7
20	56.3	75.0	105.7	43.8
21	103.0	99.5	108.9	106.2
22	112.3	106.9	92.6	103.2
23	39.7	61.1	105.2	88.6
24	62.4	74.0	97.2	86.5
25	102.6	112.3	109.9	113.6
26	101.5	106.9	110.7	99.3
27	91.7	104.4	99.2	113.0
28	29.0	1.2*	27.6	21.9
29	108.9	111.0	128.5	99.6
30	109.2	114.9	107.1	109.2

Only NCI-H23, for 2 of the compounds above:
item | compound | NCI-H23
18 | O=S(=O)(NC1c2ccccc2Oc2ccccc21)c1ccc(Cl)c(Cl)c1 | 100.3
19 | Cc1c(C(=O)C(SC(=S)N2CCCCC2)SC(=S)N2CCCCC2)nnn1-c1ccc(Cl)cc1 | 98.3

More results:
item	SMILES	NCI-H522	NCI-H322M	HCT-15	NCI-H226	HT29
31	C[C@@H](Nc1c(C#N)cnc2ccc(-c3cnc(Cl)c(NS(C)(=O)=O)c3)cc12)c1ccccc1	/	12.1	10.2	-3.9*	11.6
32	CCOC(=O)Cc1csc2ccccc12	101.1	108.8	110.2	104.7	/
33	CCCCN(CCCC)c1ccc(C(=N)c2ccc(N(C)C)cc2)cc1	-66.1*	-32.0*	-58.7*	-46.4*	-50.8*
34	C(=C\c1ccncc1)/c1ccccc1	98.8	101.4	93.7	96.0	99.6
35	CC(C)c1ccc(O)c(Cc2cc(C(C)C)ccc2O)c1	78.2	101.8	88.5	90.2	103.9
36	COc1ccc(CCN2C(=O)CSC2=S)cc1	69.3	99.4	56.9	114.6	103.8
37	O=C(NO)c1ccc(Cn2c3c(c4cc(F)ccc42)CS(=O)(=O)CC3)cc1	57.1	101.9	95.6	70.8	89.4
38	CCCCCCCCCCCCCCN(C)C	95.5	94.1	99.2	101.4	93.5
39	CNC(=O)c1cc(-c2ccc(NC(=O)Nc3ccc(F)c(C(F)(F)F)c3)cc2)nc2cccnc12	/	111.0[6.25 µM]	108.9[6.25 µM]	97.5[6.25 µM]	114.5[6.25 µM]
40	CCCC/C=N\NC(=O)C[N+](C)(C)C	68.1	114.5	101.1	96.2	83.0
41	C#CCC1(c2ccc(F)c(F)c2)NS(=O)(=O)c2ccccc21 (stereo unspecified)	65.5	90.5	103.0	102.6	82.9
42	COc1ccc2oc(-c3ccc(Cl)cc3)c(N3CCN(C)CC3)c2c1	-78.2*	112.6	28.9	91.0	-1.4*
43	CSc1ccc(-c2cn3ccsc3n2)cc1	35.3	91.0	66.8	94.6	99.6
44	N#CC(Cc1ccccc1)c1ccc(Cl)cc1 (stereo unspecified)	84.1	107.4	90.3	101.5	85.7
45	CN(C)Nc1ncnc2nc[nH]c12	89.7	130.6	102.0	109.6	106.5

item	NCI-H23	NCI-H460	COLO 205	SW-620
31	6.8*	2.6*	16.5	9.4*
32	97.8	105.1	97.0	98.7
33	-46.1*	-88.5*	-93.8*	-85.2*
34	102.5	105.9	111.9	104.8
35	92.2	96.1	97.0	100.8
36	103.4	103.1	117.1	61.3
37	81.1	89.6	83.1	79.2
38	98.1	105.7	102.4	103.2
39	88.5[6.25 µM]	94.0[6.25 µM]	112.9[6.25 µM]	92.5[6.25 µM]
40	92.3	109.7	100.6	96.6
41	98.1	107.7	110.0	108.2
42	73.6	-62.6*	-72.5*	0.0*
43	70.9	51.0	86.1	70.0
44	100.1	106.1	106.2	107.0
45	103.1	107.0	105.0	101.2

(listing goes on)
item	SMILES	NCI-H522	NCI-H322M	HCT-15	NCI-H226	HT29
46	O=C(NC1CCCCC1)c1ccc(Cl)cc1Cl	90.7	111.1	98.7	105.3	99.4
47	CC(C)c1cc(C(=O)N2Cc3ccccc3C2)c(O)c2cnoc12	90.4	99.7	93.7	101.9	97.6
48	CO[C@]1(CO)O[C@@H](n2ccc(=O)[nH]c2=O)[C@H](F)[C@@H]1O	71.6	93.8	97.5	/	83.3
49	CC1=NC2=CC=CC3=NC(C(Cl)(Cl)Cl)=NC(=N1)N23	54.9	92.5	/	83.5	60.0
50	Cn1/c(=N/NC(N)=S)ccc2ccccc21	88.9	82.4	82.3	88.9	57.9
51	C[C@]12CC[C@@H]3c4ccc(OCC(=O)O)cc4CC[C@H]3[C@@H]1CCC2=O	/	98.0	106.3	95.7	104.2
52	CCOC(=O)c1c(NC(=O)NC(C)(C)C)sc2c1CCCC2	80.1	93.3	78.8	/	78.7
53	CCOC(=O)n1cc(-c2nonc2-c2cn(C)c3ccc(Br)cc23)c2cc(Br)ccc21	93.0	83.5	97.7	91.7	93.7
54	Cc1cc(=O)n(C(=O)Nc2ccc(Cl)cc2)c2cc(O)ccc12	93.3	99.3	111.0	103.8	105.0
55	COc1cc(Nc2nc(O)c(/C=C3\C=Nc4ccccc43)s2)cc(OC)c1OC	-13.6*	-47.7*	-0.5*	-46.5*	-50.7*
56	COc1cc([N+](=O)[O-])ccc1I	94.1	106.2	102.0	101.3	106.9
57	Cc1ccc(Nc2nc(N)nc(Nc3ccc4ccccc4c3)n2)cc1	6.9*	52.4	29.3	89.8	11.2
58	CNC(=O)Nc1sc2cc(OC(C)=O)ccc2c1C(N)=O	62.9	77.9	69.9	101.7	90.5
59	CC1=CC(C)(C)NC(=S)N1c1ccc([N+](=O)[O-])cc1	86.7	92.2	107.0	90.2	106.6
60	O=C(O)CCn1c(O)c(/C=C2/C=c3cc4c(cc3=NC2=O)OCCO4)sc1=S	95.7	104.1	89.0	110.2	120.2

item	NCI-H23	NCI-H460	COLO 205	SW-620
46	103.7	107.0	128.3	109.8
47	76.8	102.1	98.5	94.5
48	101.2	102.8	105.4	94.8
49	59.9	69.1	88.9	78.4
50	94.9	107.6	114.1	84.5
51	94.2	101.5	105.4	101.8
52	99.7	98.2	/	96.2
53	90.0	102.1	112.1	94.1
54	92.8	110.1	113.9	103.4
55	/	-77.6*	-5.4*	-52.1*
56	101.7	/	112.8	/
57	69.2	14.6	18.7	23.5
58	96.2	92.7	111.3	108.9
59	104.4	102.9	97.0	99.5
60	95.7	109.0	131.4	113.6

Following part:
item	SMILES	NCI-H522	NCI-H322M	HCT-15	NCI-H226	HT29
61	N#CC1=C2NCCCCCNC3=C(C#N)N=C(Cc4ccccc4Cc4nc(C#N)c(o4)NCCCCCNC4=C(C#N)N=C(Cc5ccccc5CC(=N1)O2)O4)O3	97.2	92.7	79.5	74.0	96.4
62	CN(Cc1ccc([N+](=O)[O-])cc1)c1ccccc1	/	96.4	100.0	95.2	104.2
63	N/C(=N\c1nc(-c2ccccc2)cc(=O)[nH]1)Nc1ccccc1	89.2	95.7	103.6	92.4	94.4
64	CCOCc1ccco1	84.5	101.2	102.6	105.3	88.7
65	Cc1ccc(C=C2C(=O)NC(=O)NC2=O)cc1	85.9	110.3	104.4	105.0	102.8
66	O=c1oc2ccc(Br)cc2cc1-c1csc(N=Nc2c(O)[nH]c3ccc(Cl)cc23)n1	99.6	97.2	96.8	/	107.9
67	Cn1nc(N)c(C#N)c1Nc1ccccc1	110.4	122.5	105.7	112.9	109.5
68	N#Cc1nnn(-c2ccc(S(N)(=O)=O)cc2)c1NCC(=O)c1ccccc1	83.9	91.2	98.3	88.2	95.5
69	O=C(Nc1ccc2c(ccn2Cc2ccccn2)c1)c1cnccn1	/	106.4	112.2	88.3	109.2
70	COc1cccc(-c2nn(C(C)(C)C)cc2-c2ccnc(NCCNS(=O)(=O)c3ccc(C(F)(F)F)cc3)c2)c1	89.1	104.2	101.5	102.9	104.7
71	Nc1ccc(S(=O)(=O)N/N=C/c2ccccc2[N+](=O)[O-])cc1	/	/	101.1	102.1	102.9

item	NCI-H23	NCI-H460	COLO 205	SW-620
61	85.6	102.8	81.2	98.5
62	106.2	112.9	108.8	103.1
63	101.0	99.3	117.0	94.7
64	97.8	109.1	114.7	108.8
65	102.1	107.8	98.3	109.2
66	101.6	99.4	/	106.1
67	105.1	104.4	111.4	107.6
68	98.0	101.2	104.0	97.2
69	97.0	104.8	119.7	93.7
70	101.2	101.0	109.4	103.2
71	101.1	103.6	104.9	97.8
